ERG-DNA inh – ERG Ets/DNA interaction inhibition; P11308; fluorescence polarization, His-ERG Ets domain / labelled DNA; Potency, µM (series often up to 76.9 µM), for the others: at the highest dose FP activity, negative = inhibition, most hits filed as inhibitors; actives 0.028% (n = 370,000); AID 624246; active means well fitted inhibition curve with a large enough effect in the polarisation, with a control signal flat; inconclusive means small, poorly fitted or top-dose-only effect, or effect the other way, or a change in a side signal; inactive means no such curve, though single readings can be large or run the other way; the % refers to the polarisation;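 further: polarization taken with two DNA probes labelled with fluorescein and Texas red; % of control where 0% means no effect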
Target sequence (P11308 whole entry, looked up, the tested form may be a part): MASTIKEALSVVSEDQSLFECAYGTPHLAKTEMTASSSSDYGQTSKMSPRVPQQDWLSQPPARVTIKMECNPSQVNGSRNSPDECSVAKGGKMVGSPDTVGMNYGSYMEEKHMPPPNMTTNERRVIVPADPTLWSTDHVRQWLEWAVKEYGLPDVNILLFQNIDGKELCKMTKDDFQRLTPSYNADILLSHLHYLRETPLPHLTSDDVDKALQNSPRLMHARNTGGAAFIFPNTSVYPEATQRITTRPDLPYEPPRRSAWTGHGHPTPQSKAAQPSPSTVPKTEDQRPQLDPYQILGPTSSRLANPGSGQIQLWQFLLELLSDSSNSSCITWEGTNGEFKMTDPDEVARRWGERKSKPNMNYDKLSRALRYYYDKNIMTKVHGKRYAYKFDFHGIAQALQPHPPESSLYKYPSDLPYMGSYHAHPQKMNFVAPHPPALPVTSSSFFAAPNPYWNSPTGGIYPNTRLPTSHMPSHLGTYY
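His-tagged ERG Ets domain (1 uM in the protein solution; 300mM KCl, 50mM Tris-HCl, 1mM EDTA, 1mM DTT, pH 7.5) received compound, then a probe mix of 5 nM fluorescein-DNA and 100nM Texas-615-DNA. Fluorescence polarization was read for both dyes.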
HP1b binding inh – inhibitors of HP1-beta chromodomain binding to methylated histone tails | P83916 | AlphaScreen HP1-beta / biotin-H3K9me3 peptide binding | Potency, µM (highest dose often 114 µM), for inactives: at the top dose activity change, negative = inhibition, most hits filed as inhibitors | actives 0.56% (n = 390,000); further: nearly all actives have a fitted effect of over 70% in size; inactives centre near 23
Target sequence (P83916 whole entry, looked up): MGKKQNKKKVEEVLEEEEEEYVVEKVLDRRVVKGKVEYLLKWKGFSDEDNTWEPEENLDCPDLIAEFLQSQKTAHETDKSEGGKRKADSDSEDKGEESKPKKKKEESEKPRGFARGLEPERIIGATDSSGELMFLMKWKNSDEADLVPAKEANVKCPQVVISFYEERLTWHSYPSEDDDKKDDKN
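Compound inhibition of the preformed complex between 50 nM HP1-beta and 50 nM biotinylated H3K9me3 peptide was read by AlphaScreen. Buffer was PBS pH 7.4 with 0.01% Tween-20. Incubations ran 30 min at room temperature, with 10 ug/mL donor/acceptor beads.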
Pin1 inhibitor – blocks the human prolyl isomerase Pin1; Q13526; Pin1 FP peptide displacement, HiFluor488, 10 min; Potency, µM (top dose mostly 115 µM), inactives show at the top dose activity, negative = inhibition, hits mostly inhibitors; actives 0.009% (n = 390,000); AID 504891; active means well fitted inhibition curve with a large enough effect in the polarisation, with a control signal flat, not every such curve was filed as active; inconclusive means small, poorly fitted or top-dose-only effect, or effect the other way, or a change in a side signal; inactive means no such curve, though single readings can be large or run the other way; the % refers to the polarisation; further: on the % scale 0 is the no-effect control and ±100 the full control effect
Target sequence (Q13526 whole entry, looked up): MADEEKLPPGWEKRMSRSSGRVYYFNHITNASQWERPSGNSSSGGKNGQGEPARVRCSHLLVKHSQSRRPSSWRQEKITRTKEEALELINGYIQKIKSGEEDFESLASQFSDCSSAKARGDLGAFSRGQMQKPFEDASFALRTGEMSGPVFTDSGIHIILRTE
TrxR1 inh – inhibitors of rat thioredoxin reductase 1 | O89049 | AID 588453 | recombinant rTrxR1, NADPH fluorescence consumption, selenite substrate | actives 1% (n = 390,000) | Potency, µM (titrated, usually from 114 µM), without a hit: top-dose activity change, negative = inhibition, hits mostly inhibitors; further: on the % scale 0 is the no-effect control and ±100 the full control effect; nearly all actives have a fitted effect of over 65% in size
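Rat TrxR1 (90 nM in the dispensed reagent) was pre-reduced with 400 uM NADPH for 5 min at room temperature, then incubated with compound for 15 min. After 400 uM selenite was added, NADPH fluorescence (Ex 340/Em 450 nm) was followed for 8 min.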
12-LOX inh – blocks human arachidonate 12S-lipoxygenase; AID 1671190; actives 1.1% (n = 580,000); purified 12hLO, xylenol orange hydroperoxide absorbance; P18054; Potency, µM (highest dose often 108 µM), without a hit: at the highest dose activity change, negative = inhibition, usual class: inhibitors; further: on the % scale 0 is the no-effect control and ±100 the full control effect
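Purified human 12hLO at 150 nM in 25 mM Hepes, 0.01% Triton X-100, pH 7.0, preincubated 15 min at room temperature with compound. Reaction started with 40 uM arachidonic acid, 30 min at room temperature. Hydroperoxide measured by Fe-xylenol orange, 573/405 nm absorbance ratio.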
GLS inh – inhibitors of human glutaminase (GLS); actives 0.21% (n = 410,000); O94925; Potency, µM (top dose mostly 45.5 µM), inactives show top-dose activity change, negative = inhibition, most hits filed as inhibitors; GLS enzymatic activity, qHTS titration; further: on the % scale 0 is the no-effect control and ±100 the full control effect
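Human kidney-isoform GLS in 45 mM KH2PO4 pH 8.2, 0.02% Tween-20, with compound, started with 1mM L-Glutamine (added stock). Glutamate oxidase/HRP/Amplex red coupled fluorescence read at start and after 30 min at RT.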
PGK inhibitor – blocks T. brucei phosphoglycerate kinase | actives 0.043% (n = 380,000) | P07378 | AID 602233 | PGK/GAPDH coupled, Kinase-Glo luminescence, 60 min | Potency, µM (series often up to 57.5 µM), inactives show top-dose activity change, negative = inhibition, usual class: inhibitors; further: on the % scale 0 is the no-effect control and ±100 the full control effect; nearly all actives have a fitted effect of over 60% in size
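Recombinant glycosomal PGK reaction used 1,3-bisphosphoglycerate generated in-well by GAPDH (100nM final) in 100mM TEA pH 7.6, 5mM MgCl2, 0.01% Tween-20. After 60 minutes at room temperature, ATP was read by Kinase-Glo Plus luminescence end-point.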
RGS4 inhibitor – blocks human RGS4-accelerated GTP hydrolysis; P49798; Transcreener GDP fluorescence polarization, RGS4-accelerated GTP hydrolysis; AID 504845; actives 0.039% (n = 390,000); Potency, µM (series often up to 114 µM), for inactives: at the top dose activity change, negative = inhibition, hits mostly inhibitors; further: on the % scale 0 is the no-effect control and ±100 the full control effect; nearly all actives have a fitted effect of over 75% in size; some results filed as inactive show a strong effect at the top dose
Target sequence (P49798 whole entry, looked up): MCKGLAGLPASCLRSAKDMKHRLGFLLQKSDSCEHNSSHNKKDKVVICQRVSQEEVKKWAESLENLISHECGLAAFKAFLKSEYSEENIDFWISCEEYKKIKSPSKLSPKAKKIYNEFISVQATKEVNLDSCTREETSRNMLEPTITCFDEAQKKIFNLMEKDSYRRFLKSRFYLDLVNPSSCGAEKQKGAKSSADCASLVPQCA
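MLSMR compounds (23 nl, pin-transferred) preincubated 10 min at room temperature with a 500nM (2x) first reagent, then RGS4 at 900nM (2x) plus Transcreener GDP mix added; fluorescence polarization (620/688 nm) read before and after 90 min at 30 °C.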
JMJD2A Tudor inh – inhibitors of human JMJD2A Tudor domain; O75164; AlphaScreen JMJD2A-Tudor / H3K4me3 peptide binding; Potency, µM (highest dose often 114 µM), without a hit: at the top dose activity change, negative = inhibition, usual class: inhibitors; actives 4.4% (n = 390,000); further: on the % scale 0 is the no-effect control and ±100 the full control effect; nearly all actives have a fitted effect of over 50% in size
The depositor's hits bear a star; i = inactive; u = inconclusive; x = not tested or not shown; & = joins results of further samples; [ ] = another dose, or the depositor's remark. Unless noted, the call rests on the fitted dose curve; in most records, active means well fitted curve in the direction sought with a large enough effect; inconclusive means small, poorly fitted or top-dose-only effect, or another doubt; inactive means no such curve, though single readings can be large; an effect the other way counts as inactive or inconclusive. Potency means the concentration at half of the fitted maximal effect.

Order of results – GLS inh	Pin1 inhibitor	ERG-DNA inh	PGK inhibitor	TrxR1 inh	JMJD2A Tudor inh	RGS4 inhibitor	12-LOX inh	HP1b binding inh
CC(C)Cc1nc2sc3c(=O)[nH]cnc3c2c2c1CCCC2
 : 0%	-11%	-6%	0%	4%	-11%	-6%	0%	5%
CCSc1nc(O)cc(=O)[nH]1
 : 1%	6%	7%	5%	-2%[57.1 µM]	3%	-16%	-4%	50%[activator]
CCOc1ccc(CCNC(=O)C2CCN(c3nnc(-n4cccc4)s3)CC2)cc1OCC
 : -8%	6%	-5%	1%	-7%	-14%	-19%	6%	13%
C[C@H]1CN=C(N(C)C)N1CCC1CCCC1
 : 9%	-2%	12%	-5%	17%	-10%	17%	10%	10%
Cn1c(-c2cccc(F)c2)nc2c1c(=O)[nH]c(=O)n2Cc1ccccc1
 : 19%	5%	1%	0%	14%[0.457 µM]	-2%	-8%	-3%	11%
CC(C)Cc1cc(C(=O)N2CCC(N3CCC(C(=O)N4CCOCC4)CC3)CC2)n[nH]1
 : 2%	1%	-5%	5%	9%	-5%	19%	-6%	29%
Cc1ccc(C(c2c(C)nn(-c3ccccc3)c2N)c2c(C)nn(-c3ccccc3)c2N)cc1
 : 18%	-4%	-6%	-4%	-3%	u	-19%	-2%	u
O=C(CSC(=S)N1CCCC1)c1cc(Br)cc(Br)c1O
 : u	u	64%[activator]	-1%	u	u	-39%	14µM*	u
CCCCN(CC)CCNc1c(N2CCN(C(=O)OCC)CC2)c(=O)c1=O
 : 64%[activator]	-10%	-18%	i	2%	-3%	-23%	-1%	11%
CC(Sc1nnc(Cc2cccs2)n1C1CCCCC1)C(=O)NCc1ccco1 (stereo unspecified)
 : 1%	-6%	-7%	i	u	-18%	-26%	36%[activator]	16%
Cc1ccc(S(=O)(=O)N(C)Cc2ccccc2)cc1C(=O)N1CCCCC1
 : 6%	0%	0%	-9%	28%	25%	20%	6%	69%[activator]
CCn1nnc(NC(=O)Cc2ccc(Cl)cc2)n1
 : 5%	1%	-1%	-1%	18%[57.1 µM]	-13%	-3%	i	32%
COc1ccc(CC(=O)NCC2CCCN(Cc3ccc(OC)cc3F)C2)cc1 (stereo unspecified)
 : -7%	2%	-5%	-1%	12%	-15%	6%	0%	15%
CCCn1c(C)cc(C)c(C#N)c1=O
 : 8%	-13%	-5%	i	6%	-9%	0%	-28%	19%
CC1CCN(S(=O)(=O)c2ccc3c(c2)N(CC(=O)NCCN(C)C)C(=O)CS3)CC1
 : -2%	9%	12%	10%	-7%	-11%	24%	-7%	27%
Cc1ccccc1-c1ccc(=O)n(CC(=O)Nc2ccc(C(=O)N3CCCC3)cc2)n1
 : 5%	-4%	-1%	-7%	-9%	-16%	0%	-21%	37%[activator]
COC(=O)CSc1nnc(NC(=O)/C=C\c2ccc3c(c2)OCO3)s1
 : 6%	-5%	7%	i	-11%	-11%	-3%	-6%	19%
Cn1c(SCC(=O)N2c3ccccc3Sc3ccccc32)nnc1-c1ccco1
 : 1%	1%	-5%	0%	-33%	-9%	4%	u	38%
COc1ccccc1CNC(=O)C(=O)Nc1ccc(C(=O)N2CCC(C)CC2)cc1
 : 1%	2%	-4%	-7%	11%	-9%	-5%	u	18%
CCOc1ncccc1C(=O)Nc1ccc(C)cn1
 : 0%	-10%	10%	-10%	8%	-3%	1%	x	38%

Sorted by the number under PGK inhibitor (high to low): 3 of the compounds above
Structure	PGK inhibitor
CCSc1nc(O)cc(=O)[nH]1	5%
CC(C)Cc1nc2sc3c(=O)[nH]cnc3c2c2c1CCCC2	0%
O=C(CSC(=S)N1CCCC1)c1cc(Br)cc(Br)c1O	-1%

Remaining list, next part
Order of results – GLS inh	Pin1 inhibitor	ERG-DNA inh	PGK inhibitor	TrxR1 inh	JMJD2A Tudor inh	RGS4 inhibitor	12-LOX inh	HP1b binding inh
NS(=O)(=O)c1ccc(NC(=O)CSc2ccc3ccccc3n2)cc1
 : -6%&7%	4%&-3%	0%&0%	-8%&3%	26%[57.1 µM]	3%&2%	6%&35%	-16%&6%	30%&9%
Cc1ccc(NC(=O)c2nn(C34CC5CC(CC(C5)C3)C4)cc2[N+](=O)[O-])cc1
 : -10%	2%	-1%	-6%	-1%	-35%	7%	6%	-10%
N=c1c2c(-c3ccccc3)c(-c3ccccc3)n(Cc3ccco3)c2ncn1CCCO
 : u	1%	8%	-5%	28%[57.1 µM]	u	-4%	116%[activator]	-25%
C#CCN(Cc1ccccc1)S(=O)(=O)C=C
 : -2%	-7%	7%	-10%	-10%&-29%	1%	-2%	8%	54%[activator]
Cc1ccc(C)c(NC(=O)C2CCCN2C(=O)NC2CCCCC2)c1 (stereo unspecified)
 : -4%	16%	-16%	-2%	14%[57.1 µM]	-19%	-7%	-5%	44%[activator]
Cc1ccc(Cl)cc1NC(=O)C(C)n1nnc2sc(-c3ccccc3)cc2c1=O (stereo unspecified)
 : -17%	-1%	9%	11%	12%	50µM*	u	u	u
Cc1ccc(C(c2nnnn2CC2CCCO2)N2CCN(c3cccc(C)c3C)CC2)cc1 (stereo unspecified)
 : 21%	1%	-2%	3%	6%[57.1 µM]	-19%	28%	15%	7%
CCOc1ccc(NS(=O)(=O)c2ccc(C(=O)NCCN3CCOCC3)cc2)cc1
 : 3%	1%	2%	-8%	2%	-6%	-2%	4%	22%
Nc1ncnc2c1ncn2[C@@H]1O[C@H](CNCc2c(OCc3ccccc3F)ccc3ccccc23)[C@@H](O)[C@H]1O
 : 3%	-6%	-11%	6%	-11%	-24%	10%	4%	24%
CC(=O)N1N=C(c2cccc([N+](=O)[O-])c2)OC1c1ccc(Cl)cc1Cl (stereo unspecified)
 : -4%	1%	-1%	i	-15%	u	-20%	-11%	-19%

Two entries picked at random from those above:
Order of results – GLS inh	Pin1 inhibitor	ERG-DNA inh	PGK inhibitor	TrxR1 inh	JMJD2A Tudor inh	RGS4 inhibitor	12-LOX inh	HP1b binding inh
CCOc1ccc(NS(=O)(=O)c2ccc(C(=O)NCCN3CCOCC3)cc2)cc1
 : 3%	1%	2%	-8%	2%	-6%	-2%	4%	22%
O=C(CSC(=S)N1CCCC1)c1cc(Br)cc(Br)c1O
 : u	u	64%[activator]	-1%	u	u	-39%	14µM*	u

Continuation.
Order of results – GLS inh	Pin1 inhibitor	ERG-DNA inh	PGK inhibitor	TrxR1 inh	JMJD2A Tudor inh	RGS4 inhibitor	12-LOX inh	HP1b binding inh
CCn1c(SCC(=O)Nc2c(C)cccc2C)nnc1-c1nonc1NC(C)=O
 : -12%	-2%	0%	1%	10%	2%	18%	-3%	50%[activator]
CC(=O)C1=C(O)C(=O)N(C)C1c1ccccc1F (stereo unspecified)
 : 4%	-7%	3%	1%	-10%	-26%	22%	u	21%
CCOC(=O)N1CCN(c2c(NCc3ccccn3)c(=O)c2=O)CC1
 : 17%	4%	12%	4%	-19%	-9%	8%	12%[57.4 µM]	41%[activator]
C=CCN1C(=O)CS/C1=N\S(=O)(=O)c1ccc(Cl)cc1
 : 2%	43%[activator]	x	i	4%	-9%	-32%	-3%	21%
CC(OC(=O)CNC(=O)C12CC3CC(CC(C3)C1)C2)C(=O)Nc1ccc(S(N)(=O)=O)cc1 (stereo unspecified)
 : 4%	18%	-2%	5%	26%[57.1 µM]	6%	-3%	-8%	32%
CCOc1ccc(Br)cc1C(=O)N/N=C/c1c[nH]c2ccccc12
 : 0%	-2%	-2%	-1%	8%	-13%	-1%	u	37%
N#Cc1ccc(NC(=O)COC(=O)CNC(=O)C2CCCCC2)cc1
 : 7%	-4%	0%	5%	4%	-1%	-2%	0%	39%
COc1ccc(OC)c2c1sc(=NC(=O)C(C)(C)C)n2C
 : 0%	-4%	7%	-3%	22%[57.1 µM]	-2%	-18%	13%	41%[activator]
O=C1CSC2(C(=O)N3CCCc4cccc2c43)N1c1cccc(C(F)(F)F)c1 (stereo unspecified)
 : 7%	0%	8%	-1%	15%[57.1 µM]	-21%	-21%	x	17%
Cc1cccc(N2CCN(C(=O)c3c(C)oc4nc(C)nc(N5CCCC5)c34)CC2C)c1 (stereo unspecified)
 : 9%	-3%	2%	2%	9%	-27%	7%	-19%	14%

Looked up above:
Cc1ccccc1-c1ccc(=O)n(CC(=O)Nc2ccc(C(=O)N3CCCC3)cc2)n1 in Pin1 inhibitor has -4%
CC(C)Cc1cc(C(=O)N2CCC(N3CCC(C(=O)N4CCOCC4)CC3)CC2)n[nH]1 in ERG-DNA inh has -5%
Cc1ccc(NC(=O)c2nn(C34CC5CC(CC(C5)C3)C4)cc2[N+](=O)[O-])cc1 in TrxR1 inh has -1%
O=C1CSC2(C(=O)N3CCCc4cccc2c43)N1c1cccc(C(F)(F)F)c1 (stereo unspecified) in ERG-DNA inh has 8%

From PubChem BioAssay

A portion of the library (hit frequency here may not be typical).
